From PubChem
Gli-Sufu block = blocks Gli-Sufu signaling in a luciferase reporter | Sufu-KO-LIGHT fibroblasts, Gli luciferase reporter luminescence | inhibition, % at 5 µM | 340,000 compounds, 0.74% hits | AID 588413;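 active = inhibition above about 55%, limit read from the data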;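 also: 0% = DMSO-treated cells and 100% = wells with medium but no cells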
SENP7 inh = inhibitors of human SENP7 protease; Q9BQF6; recombinant SENP7, Z-RLRGG-aminoluciferin luminescence, 40 min; inhibition, % at 5 µM; 330,000 compounds, 1.5% hits; AID 434973;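 active = inhibition above about 50% at the single test dose, limit read from the data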;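 also: plate controls were DMSO with enzyme for no effect and no enzyme buffer wells for full effect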
Target sequence (Q9BQF6 706-1050 limits assumed): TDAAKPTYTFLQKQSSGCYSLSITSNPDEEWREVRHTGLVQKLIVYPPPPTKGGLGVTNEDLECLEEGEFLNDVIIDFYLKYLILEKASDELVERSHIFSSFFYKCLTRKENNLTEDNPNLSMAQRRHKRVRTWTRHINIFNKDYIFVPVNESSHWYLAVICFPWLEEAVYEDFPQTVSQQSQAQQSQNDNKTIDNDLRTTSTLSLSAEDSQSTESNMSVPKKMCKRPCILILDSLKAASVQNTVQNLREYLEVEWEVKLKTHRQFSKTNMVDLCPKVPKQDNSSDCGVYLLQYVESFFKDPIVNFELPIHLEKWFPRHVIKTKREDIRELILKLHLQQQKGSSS
UBC13 inh = human UBC13 polyubiquitination inhibition; P61088; UBC13 polyubiquitin chain formation, TR-FRET; inhibition, % at 20 µM; 330,000 compounds, 0.47% hits; AID 485273; in the data active = inhibition above about 45%, passing the limit was not always enough
Target sequence (P61088 whole entry, looked up): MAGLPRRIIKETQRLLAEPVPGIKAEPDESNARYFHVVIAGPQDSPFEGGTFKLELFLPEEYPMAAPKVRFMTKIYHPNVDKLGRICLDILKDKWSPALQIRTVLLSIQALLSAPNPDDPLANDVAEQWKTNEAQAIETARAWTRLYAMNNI
697 NFkB inh = lowers PMA/ionomycin-induced NF-kB signal in 697 B cells | AID 435022 | inhibition, % at 4 µM | 330,000 compounds, 0.33% hits | 697 B-cell NF-kB luciferase reporter, 16 h; in the data active = inhibition above about 35%
Jurkat NFkB inh = lowers PMA/ionomycin-induced NF-kB signal in Jurkat cells; PMA/ionomycin-induced NF-kB luciferase reporter, luminescence; inhibition, % at 4 µM; 330,000 compounds, 0.53% hits
Apaf1 inhib = blocks human Apaf-1 apoptosome activity | reconstituted apoptosome caspase-3 activity, DEVD-Rh110 fluorescence | inhibition, % at 20 µM | 330,000 compounds, 0.71% hits | AID 489030; active = inhibition of at least 40% at 20 µM;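 also: plate controls were DMSO wells for no effect and DEVD-CHO caspase inhibitor wells for full effect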
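System: reconstituted apoptosome with Apaf-1, cytochrome c, caspase-9, procaspase-3, dATP; Signal: Rh110 fluorescence intensity; Schedule: 30 min compound preincubation, 50 min activation, room temperature; Reagent: cytochrome c trigger plus (Z-DEVD)2-Rh110 caspase-3 substrate.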
HKDC1 inh = inhibitors of human hexokinase HKDC1 | Q2TB90 | recombinant HKDC1, G6PDH/diaphorase resazurin coupled fluorescence | inhibition, % at 20 µM | 340,000 compounds, 0.16% hits | AID 493160;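 active = inhibition above about 35% when tested at 20 µM, limit read from the data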;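 also: plate controls were DMSO wells with enzyme for no effect and DMSO wells lacking enzyme for full effect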
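Incubation: 90 min at room temperature in dark / Material: recombinant HKDC1 (HK5) hexokinase enzyme, produced in-house / Quantity: enzyme 5 µg/mL final / Compound: one dose of 20 µM, 1% DMSO / Reagent: glucose and ATP substrates / Buffer or medium: Tris pH 8.0 buffer with MgCl2, Tween-20, BSA, BME / Technique: resorufin fluorescence at 613 nm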
SENP8 block = inhibitors of human SENP8 protease. 330,000 compounds, 1.2% hits. purified SENP8, Z-RLRGG-aminoluciferin cleavage, luminescence. Q96LD8. AID 2540. inhibition, % at 10 µM
Target sequence (Q96LD8 whole entry, looked up): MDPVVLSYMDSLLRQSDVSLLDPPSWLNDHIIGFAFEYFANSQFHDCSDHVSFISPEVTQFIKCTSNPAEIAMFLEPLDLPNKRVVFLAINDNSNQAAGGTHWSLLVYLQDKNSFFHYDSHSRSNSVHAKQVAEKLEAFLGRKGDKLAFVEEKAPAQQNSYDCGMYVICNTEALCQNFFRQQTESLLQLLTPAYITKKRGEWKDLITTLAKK
* = called active by the depositor; nt = no result given. Rule as the data show it, unless noted: active = inhibition above about 50%; inactive = the rest.

SMILES	Gli-Sufu block	SENP7 inh	UBC13 inh	697 NFkB inh	Jurkat NFkB inh	Apaf1 inhib	HKDC1 inh	SENP8 block
O=C(CSc1nnc(NC(=O)c2ccccc2F)s1)NCC1CCCO1 (configuration not stated)	-51	-3	-8	-40	3	-7	-7	0
CCn1nnnc1SCC(=O)Nc1ccc(OCc2ccccc2)cc1	-26	6	-6	-11	-10	10	-3	-7
O=C(Nc1ccncc1)C1c2ccccc2Oc2ccccc21	5	-1	-2	-11	-3	-2	3	-4
Cc1ccc(-n2c(SCC(=O)c3c(N)n(C)c(=O)n(C)c3=O)nc3sc4c(c3c2=O)CCCC4)c(C)c1	15	5	-7	13	25	13	6	2
Brc1ccc(-c2nnc(-c3ccccc3)o2)o1	-99	58*	3	-80	-73	0	-3	36
C#CC[N+]1(CC#Cc2ccc(C)cc2)CCCCC1	46	-2	-12	-12	-10	-5	-9	-10
CC1CN(C(=O)Nc2cccc(C(F)(F)F)c2)CC(C)O1 (configuration not stated)	3	-6	1	17	-4	-6	-4	4
Cc1ccc(C)c(N=Cc2c(O)c3ccccc3oc2=O)c1	-16	-23	-4	3	1	7	-7	-13
COc1cccc(C(=O)N/N=C(\C)c2cccc(NC(=O)c3ccc(F)cc3)c2)c1OC	-27	-2	-12	-30	1	21	-1	10
Cc1cccc(-n2c(SCC(=O)c3c(N)n(C4CC4)c(=O)[nH]c3=O)nnc2N2CCOCC2)c1	-5	9	5	14	-7	-4	-4	-5
CC(=O)C1C(c2ccc(C)cc2)c2c(noc2C)CC1(C)O (configuration not stated)	-9	0	-2	-12	-3	-2	4	-3
O=C(Oc1ccc([N+](=O)[O-])cc1)c1cc(-c2ccccc2)nc2ccccc12	-2	11	-1	17	-6	-4	4	1
COc1ccc(NCC(=O)NN=C2CCS(=O)(=O)c3ccc(F)cc32)cc1	7	6	9	12	13	6	9	-1
Cc1ccc(-n2ncc(C(=O)Nc3ccc(Cl)cc3)c2C2CCNCC2)cc1C	44	-3	4	-20	-2	1	-8	-9
Cc1ccc(OCCNC(=O)/C=C/c2ccco2)cc1C	14	-10	-29	9	-7	-4	-3	-1
Cc1cccc(Nc2nnc(SCC(=O)Nc3ccc(C(=O)O)cc3)s2)c1	-2	-2	6	-4	0	-12	5	-6
Cc1ccc(NC(=O)CSc2nn(-c3ccccc3)c(=S)s2)cc1S(=O)(=O)N(C)C	8	-11	-12	-48	13	24	6	-5
Cc1ccc(C(CC(=O)O)Nc2nc(N3CCOCC3)nc(N3CCOCC3)n2)cc1 (configuration not stated)	5	0	8	4	11	-16	-3	0
O=C(COc1ccccc1Cl)Nc1ccc(S(=O)(=O)N2CCOCC2)cc1	17	-9	-8	2	13	5	1	-3
O=C(c1cccnc1)N1CCN(c2ccc([N+](=O)[O-])cc2Cl)CC1	1	-1	-47	-5	-3	8	-7	-9

Single records, from the list above. Values in the order: Gli-Sufu block | SENP7 inh | UBC13 inh | 697 NFkB inh | Jurkat NFkB inh | Apaf1 inhib | HKDC1 inh | SENP8 block
Results for `Brc1ccc(-c2nnc(-c3ccccc3)o2)o1` = -99 | 58* | 3 | -80 | -73 | 0 | -3 | 36
Results for `COc1cccc(C(=O)N/N=C(\C)c2cccc(NC(=O)c3ccc(F)cc3)c2)c1OC` = -27 | -2 | -12 | -30 | 1 | 21 | -1 | 10
Results for `Cc1ccc(C)c(N=Cc2c(O)c3ccccc3oc2=O)c1` = -16 | -23 | -4 | 3 | 1 | 7 | -7 | -13
Results for `O=C(COc1ccccc1Cl)Nc1ccc(S(=O)(=O)N2CCOCC2)cc1` = 17 | -9 | -8 | 2 | 13 | 5 | 1 | -3

Back to the main list with the 2 entries that preceded the break.
SMILES	Gli-Sufu block	SENP7 inh	UBC13 inh	697 NFkB inh	Jurkat NFkB inh	Apaf1 inhib	HKDC1 inh	SENP8 block
O=C(COc1ccccc1Cl)Nc1ccc(S(=O)(=O)N2CCOCC2)cc1	17	-9	-8	2	13	5	1	-3
O=C(c1cccnc1)N1CCN(c2ccc([N+](=O)[O-])cc2Cl)CC1	1	-1	-47	-5	-3	8	-7	-9
CN(C)S(=O)(=O)Oc1ccc(Cl)cc1C(=O)Nc1ccc(F)cc1F	-22	9	3	-6	-6	5	-1	3
CN(C)c1nc(Oc2ccc(N)cc2)nc(N(C)C)n1	2	3	3	2	-4	7	-1	1
CCSc1nc(-c2ccccc2)cc(=O)[nH]1	-27	4	0	6	-9	1	0	-5
COC(=O)c1cc(OC)c(OC)cc1NC(=O)CC1CCCCC1	4	-2	0	-45	3	1	3	-3
COc1cc(NC(=O)c2ccco2)c(OC)cc1NC(=O)Nc1ccccc1Cl	-8	0	1	-44	0	-21	1	5
CC(C)CC(=O)NC(=S)N(Cc1ccccc1)Cc1ccccc1	-2	-1	17	-10	0	0	-8	-2
O=C(CNC(=O)c1cccs1)NCCc1ccco1	-4	2	0	11	-6	-5	-1	-1
COc1ccccc1OCCCOc1ccc([N+](=O)[O-])cc1Cl	-56	-4	-1	-111	-61	19	-1	0
Cc1cc(=O)[nH]c(SCC(=O)Nc2nc3ccccc3s2)n1	-2	1	2	3	-18	1	-2	-9
COc1ccc(Cn2c(=O)oc3ccccc32)cc1F	4	7	11	17	2	1	0	-2
CCN1C(=O)NC(c2cc(Br)ccc2OC)C(C(=O)OC)=C1C (configuration not stated)	3	-6	4	-5	-17	9	-8	12
Cc1cccnc1NC(=O)CNC(=O)C12CC3CC(CC(C3)C1)C2	0	5	-3	10	6	3	-3	-1
O=C(Nc1ccc(-c2nc3ccccc3o2)cc1)c1ccc(N2CCOCC2)c([N+](=O)[O-])c1	nt	-3	-29	-114	5	8	0	-5
O=C(Cc1cccc2ccccc12)NCCc1ccccc1	-8	-6	-1	13	6	0	-2	-1
CN(Cc1ccc(Cl)cc1Cl)C(=O)c1cc(=O)c2ccccc2o1	33	8	0	-10	-10	18	-14	-3
COc1ccc(/C=C/C(=O)c2cc(F)ccc2OC(=O)c2ccccc2C)cc1OC	42	-8	-5	-98	60*	5	12	-4
CCNC(=O)CCSc1nnc(-c2ccncc2)o1	-4	2	6	1	-12	-11	-2	13
Cc1ccccc1OCCn1c(C)nc2ccccc21	48	2	-3	-62	29	5	-3	11
C/C(=N\NC(=O)c1ccc(Cn2cc(Br)cn2)o1)c1ccc(NC(=O)c2ccoc2C)cc1	-2	1	-2	-5	-16	23	2	6
Cc1ccccc1Cn1ccc(NC(=O)c2cc3ncc(Br)cn3n2)n1	-3	-3	4	-3	-6	8	-4	-2
CCCNS(=O)(=O)c1cccc(C(=O)OCc2cc(=O)oc3cc(OC)ccc23)c1	16	-4	23	-23	44	20	9	3
CCOC(=O)c1c(C)[nH]c(C)c1C(=O)CSc1nc2ccccc2c(=O)n1-c1ccccc1C	17	0	16	20	0	3	-2	6
COc1ccc(CCNC(=O)NC23CC4CC(CC(C4)C2)C3)cc1OC	-12	5	4	-1	-9	6	2	7
C#CCOCCOCCOCCNc1nc(N2CCN(C(=O)CCCCCCCCCCNC(=O)[C@H](CCCCN)n3cc(CCCC(=O)O)nn3)CC2)nc(N2CCN(C(=O)CCCCCCCCCCNC(=O)[C@@H]([C@H](C)O)n3cc(C)nn3)CC2)n1	-20	2	54*	17	3	29	0	-2
CC1Cc2ccccc2N1C(=O)CSc1nc2ccccc2o1 (configuration not stated)	-63	3	8	6	-22	10	2	-8
CC(C1CC1)N(Cc1ccccc1)C(=O)NC(=O)c1cccc(F)c1 (configuration not stated)	-42	2	-8	15	1	-6	-8	1
CC(C)(C)n1nc2c(c1NC(=O)c1ccc(C(F)(F)F)cc1)CS(=O)(=O)C2	3	14	-4	-15	5	35	5	-4
CCOC(=O)C1=C(COC(=O)c2cccc(NC(C)=O)c2)NC(=O)NC1C (configuration not stated)	-4	6	12	-7	1	9	4	-11
Cc1ccnc(NC(=S)NC(=O)c2cncc(Br)c2)c1	-12	11	-5	-10	-12	12	-3	2
CC12CCC(=O)N1C(C(=O)N1CCN(c3ccccc3)CC1)CS2 (configuration not stated)	2	-2	-1	1	18	-6	0	-4
COc1ccc(-n2c(Cc3cccn3C)nnc2SCC(=O)N2CCCC2)cc1	-5	-7	4	11	1	-4	0	2
Cc1ccc2occ(CN3CCN(c4ccccc4)CC3)c(=O)c2c1	1	-4	3	1	-4	0	-3	4
Cc1nc(C)c(C(=O)OCC(=O)NCc2ccccc2Cl)s1	-29	-5	12	5	-1	-2	2	10
c1ccc(OCCCCN2CCOCC2)cc1	3	3	-2	2	-9	-10	7	2
CCOCCCN1CC(=O)N2[C@@H](Cc3c([nH]c4ccccc34)C2(C)C)C1=O	0	-1	3	7	4	-3	-2	-3
CCc1ccc(CN2CCN(S(=O)(=O)Cc3ccccc3)CC2)cc1	7	2	6	-1	16	5	-10	-3
N#CCCN(C(=O)COC(=O)C1CCN(S(=O)(=O)c2ccc3c(c2)OCCO3)CC1)c1ccccc1	-6	0	1	19	13	4	-2	3
COc1ccc(CNC(=O)C(c2ccco2)N(C(=O)c2snc(C(N)=O)c2N)c2ccccc2OC)cc1 (configuration not stated)	12	-1	8	4	-17	10	-6	2
O=C(Oc1ccc(OC(=O)c2ccco2)c(S(=O)(=O)c2ccc(Br)cc2)c1)c1ccco1	-22	-2	-11	-15	1	7	20	-1
Cc1ccc(Nc2nc(NCCO)c3ccccc3n2)cc1C	12	1	52*	-32	-7	20	1	-5
COc1ccc(Cl)cc1CN1CCN(c2nc(C)cc(C)c2C#N)CC1	8	5	12	-1	10	15	-8	1
Cc1ccccc1N1C(=O)C(Oc2ccc(Cl)cc2)C1CNCC1CCCO1 (configuration not stated)	12	5	14	10	12	-5	-6	6
COc1ccc(Cn2ccnc2SCC(=O)Nc2nnc(C)s2)cc1	-3	2	-2	1	11	5	-4	-2
COc1ccccc1C1=NOC(C)(c2nnc(Cc3ccccc3)o2)C1 (configuration not stated)	-5	3	1	0	1	-6	1	1
CC(=O)c1c(COC(=O)c2ccc(Cl)cc2)nc2ccccc2[n+]1[O-]	5	2	-1	-2	15	-8	-2	-10
COc1cccc(CC(=O)NC2CCSc3ccccc32)c1 (configuration not stated)	14	5	12	10	3	8	-3	0
COc1cc(C(=O)NCCc2cn3ccccc3n2)cc(OC)c1OC	3	6	3	13	4	-1	-2	4
CN(C(=O)c1ccc(Br)o1)C1(C)CCS(=O)(=O)C1 (configuration not stated)	8	0	-3	18	-3	3	-5	-5
C=CCN1C(=O)C2C(C(=O)NC3CCCC3)C3(C)C=CC2(O3)C1C(=O)NC1CCCC1 (configuration not stated)	-7	5	-2	4	-2	-12	-5	3
COC(=O)c1ccccc1NC(=O)c1ccc(NC(=O)C2CCCO2)cc1 (configuration not stated)	-5	-12	0	16	-9	1	0	-3
O=C1CCCN1C(=O)CSc1nnnn1-c1cccc(F)c1	5	-7	5	17	3	-2	-8	6
C=CCn1c(SCC(=O)Nc2cc(C)on2)nnc1C1COc2ccccc2O1 (configuration not stated)	7	-13	-5	16	-5	8	-3	-10
CC(CCc1ccc(O)cc1)NCc1ccc(Cl)cc1Cl (configuration not stated)	2	-3	10	-20	3	-2	-2	-6
COc1cccc(CNC(=O)c2cc(=O)[nH]c3ccc(S(=O)(=O)N4CCOCC4)cc23)c1	3	-5	2	14	13	-1	-1	8
CSc1ccc(CNCC2CCCO2)cc1 (configuration not stated)	2	11	12	16	-2	-4	-4	-13
COc1ccc(/C=N/NC(=O)Cn2c(Cc3ccc(OC)c(OC)c3)nc3ccccc32)cc1OC	8	-6	-14	4	-4	11	-13	-4
COc1ccc(-c2nc(CS(=O)(=O)CC(=O)NCCCc3ccccc3)c(C)o2)cc1	24	-7	-3	-4	9	9	-4	-1
COc1cc([N+](=O)[O-])ccc1NC(=O)CCCOc1ccc(C)cc1	5	-3	-15	-26	-1	18	7	-2
